# Ecoli viability = counter-screen for AddAB inhibitors: E. coli growth inhibition; hit rate 0.27% among 330,000; E. coli V3065 growth, OD600 absorbance, 18 h; AID 449728; inhibition, % at 11.9 µM;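 active means inhibition above the campaign's mean inhibition across all tested compounds plus 3 SD, cut at about 9.9% in these data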;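 further: uninfected addAB+ strain grown without phage in ampicillin broth; 0% = DMSO wells and 100% = ciprofloxacin 0.95 µg/ml wells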
# HTR5A ag = counter-screen for OPRM1-OPRD1 agonists: human HTR5A agonism; AID 504692; hit rate 0.61% among 340,000; activation, % at 9.3 µM; P47898; HTR5A agonist assay, luminescence, cell-based; in the data active means activation mostly above about 9.5%, no sharp cut-off; inactive means mostly below about 7.6%;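 further: 0% = cells with vehicle only and 100% = reference agonist; strong numbers were not always called active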
# PKA-R2B act = activators of human PKA-R2B complex; activation, % at 11.4 µM; PKA-R2B holoenzyme dissociation, Cy5-IP20 fluorescence polarization; R2B truncated from residue 108, S112A mutant; 0% DMSO only, 100% 113 µM cGMP; P22694+P31323; hit rate 0.079% among 340,000;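 active means activation above a cutoff set at the mean over all compounds plus 3 SD, cut at about 18% in these data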;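 further: higher means more holoenzyme dissociation and a rise in polarization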
# Target sequence (P31323 whole entry, looked up, other chains not shown, the tested form may be a part): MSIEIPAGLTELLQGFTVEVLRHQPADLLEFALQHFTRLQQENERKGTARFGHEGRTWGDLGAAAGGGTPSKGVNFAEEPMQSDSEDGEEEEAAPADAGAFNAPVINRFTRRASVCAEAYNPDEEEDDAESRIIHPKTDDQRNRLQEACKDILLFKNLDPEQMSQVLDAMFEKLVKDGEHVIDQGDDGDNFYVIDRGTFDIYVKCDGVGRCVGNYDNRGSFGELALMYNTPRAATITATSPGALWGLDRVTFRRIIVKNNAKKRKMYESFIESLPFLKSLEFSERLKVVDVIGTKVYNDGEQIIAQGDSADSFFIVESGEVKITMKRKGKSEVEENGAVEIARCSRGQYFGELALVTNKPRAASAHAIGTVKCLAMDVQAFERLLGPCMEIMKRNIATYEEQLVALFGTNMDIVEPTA
# AddAB inh = less growth of phage-infected E. coli with AddAB; E. coli expressing H. pylori AddAB, absorbance growth; inhibition, % at 11.9 µM; hit rate 0.29% among 330,000; in the data active means inhibition above about 12%;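 further: 0% = vehicle wells of infected cells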
# CDK5 p35 inh = inhibitors of human CDK5/p35 kinase | Recombinant CDK5/p35, ADP-Glo luminescence, 60 min | inhibition, % at 10 µM | hit rate 0.01% among 330,000;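 active means highest replicate inhibition of at least 50% and at least 75% of replicates reaching 50%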;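 further: plate controls were DMSO neutral control for no effect and GW8510 at 10 µM for full effect; many of its hits are not listed in these tables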
# DAGLB inhibitor = blocks human DAGLB lipase activity; Q8NCG7; inhibition, % at 5.17 µM; HEK293T DAGLB membrane lysate, EnzChek fluorogenic substrate; hit rate 0.059% among 340,000; in the data active means inhibition above about 34%;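 further: 0% = enzyme with vehicle and 100% = wells lacking enzyme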
# Target sequence (Q8NCG7 whole entry, looked up): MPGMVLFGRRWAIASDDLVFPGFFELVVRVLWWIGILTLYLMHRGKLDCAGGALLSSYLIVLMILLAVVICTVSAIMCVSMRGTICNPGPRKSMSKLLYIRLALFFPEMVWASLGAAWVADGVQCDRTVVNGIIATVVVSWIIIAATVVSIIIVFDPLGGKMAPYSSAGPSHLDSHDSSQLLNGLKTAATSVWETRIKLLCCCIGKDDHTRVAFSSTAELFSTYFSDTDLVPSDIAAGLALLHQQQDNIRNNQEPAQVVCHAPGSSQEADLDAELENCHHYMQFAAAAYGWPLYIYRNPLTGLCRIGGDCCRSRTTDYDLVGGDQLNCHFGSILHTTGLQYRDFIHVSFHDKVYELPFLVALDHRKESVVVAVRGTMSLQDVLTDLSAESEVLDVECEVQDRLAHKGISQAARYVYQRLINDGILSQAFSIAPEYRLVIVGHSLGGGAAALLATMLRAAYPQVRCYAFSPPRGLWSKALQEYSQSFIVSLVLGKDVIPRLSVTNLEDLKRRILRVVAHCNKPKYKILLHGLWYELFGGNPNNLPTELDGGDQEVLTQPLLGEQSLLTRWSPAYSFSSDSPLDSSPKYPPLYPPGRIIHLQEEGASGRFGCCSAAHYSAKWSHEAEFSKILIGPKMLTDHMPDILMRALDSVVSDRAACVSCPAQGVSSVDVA
# Mot1-301 SUMO = SUMOylation pathway inhibition by Mot1-301 growth rescue; S. cerevisiae Mot1-301 growth rescue, ATP luminescence, 38.5C; percent above DMSO median, 100 means doubled; growth rescue, % at 18.8 µM; hit rate 1% among 320,000;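 active means every valid replicate shows activation above 250% relative to neutral control wells; inactive means the rest, any valid replicate at or below 250%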;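 further: OY570 slx delta 5 strain wells were the positive control but not used for scaling; some compounds called inactive have numbers as strong as hits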
# phage Ecoli inh = E. coli growth loss with phage present; hit rate 0.26% among 360,000; AID 651602; inhibition, % at 11.9 µM; growth absorbance; in the data active means inhibition above about 11%
# PKA-R1A act = activates the PKA-R1A holoenzyme complex; P00514+P68181; PKA-R1A dissociation, Cy5-IP20 fluorescence polarization; scaled: DMSO 0%, 113 µM cGMP 100%; activation, % at 11.4 µM; hit rate 0.083% among 340,000; AID 504707;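 active means percent activation above the mean of all tested compounds plus 3 SD, cut at about 19% in these data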;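 further: higher means more PKAc released from R1A so a rise in polarization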
# HTR5A inv ctr = HTR5A inverse agonism, opioid heterodimer counter-screen. HTR5A cell line, luminescence. AID 504634. hit rate 0.083% among 340,000. inhibition, % at 9.3 µM; in the data active means inhibition mostly above about 23%, no sharp cut-off; inactive means mostly below about 18%;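 further: 0% = cells with DMSO and 100% = no-cell wells with DMSO; some compounds called inactive have numbers as strong as hits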
# Tat transport = inhibitors of E. coli Tat protein transport; E. coli MC4100 TorA-mCherry Tat export, fluorescence; inhibition, % at 10 µM; hit rate 0.036% among 340,000;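 active means mean replicate inhibition at least 50% and at least half of replicates individually reaching 50%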;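 further: exported cargo escapes ClpAP degradation while cytoplasmic cargo is degraded and loses fluorescence; 0% = median of neutral control wells and 100% = median of NaSCN control wells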
# * = called active by the depositor; . = not tested or not shown.
SMILES,Ecoli viability,HTR5A ag,PKA-R2B act,AddAB inh,CDK5 p35 inh,DAGLB inhibitor,Mot1-301 SUMO,phage Ecoli inh,PKA-R1A act,HTR5A inv ctr,Tat transport
Cc1cc(C)c2c(N)c(C(=O)NN3CC(=O)N(c4ccccc4F)CC3=O)sc2n1,-0.6,-5.3,-3.7,1.7,-0.1,-0.8,127.8,2.5,8.4,13.5,-0.1
CCOc1ccc(NC(=O)CCN2C(=O)c3ccccc3C2=O)cc1,1.8,6.2,-2.9,1.1,-1.0,0.6,6.3,2.3,3.3,-20.9,13.3
CCC(CC)NC(=O)Cc1ccc(F)cc1,1.3,1.6,-1.8,1.2,0.9,1.9,-14.3,0.8,-9.1,-28.8,-2.9
CC(C)n1c(SCc2cc(=O)[nH]c3ccccc23)nc2c1c(=O)n(C)c(=O)n2C,-2.7,2.0,-7.1,2.3,0.4,0.3,-1.6,3.4,4.7,-15.5,-6.8
COC(=O)C1C(=O)NC(SC)=C(C#N)C1c1ccccc1F (stereo not given),-1.0,2.9,-1.0,1.6,0.7,-1.1,33.1,3.5,-12.8,-12.3,-0.8
Cc1ccccc1N1CCN(Cc2c(C#N)c3ccccc3n2C)CC1,-2.9,8.2,-4.4,-1.1,-0.6,-12.1,11.0,5.7,-1.2,-24.7,2.4
CCOc1ccc(NC(=O)CN(C)C(=O)C(C)Oc2ccc(Cl)cc2)cc1OCC (stereo not given),.,-2.3,10.9,.,0.9,1.4,.,3.8,-2.6,-0.7,-3.0
COc1ccc(/C=C/C(=O)Nc2ccc3nc4n(c(=O)c3c2)CCCC4)cc1,1.8,12.1*,-7.5,1.2,-0.5,-1.6,4.5,2.1,-7.2,-33.3,-3.9
COc1ccc(C2N(c3cc(C)on3)C(=O)C3CCCN32)cc1OC (stereo not given),0.8,6.8,-1.6,0.4,0.9,-2.5,-15.9,2.5,-12.9,-18.3,-9.5
COc1ccc(S(=O)(=O)N2CCCCC2)cc1NC(=O)[C@@H]1CCCN1C(=O)c1cccs1,2.6,7.4,0.7,3.1,-0.3,-5.4,204.7,-0.6,2.7,-18.9,-5.5
CCN(CC)c1ccc(C=C(c2nnnn2-c2ccc(C)cc2)c2nnnn2-c2ccc(C)cc2)cc1,1.1,3.3,-1.6,5.4,-0.8,-6.3,72.4,7.1,-8.8,-8.7,7.1
CCS(=O)(=O)C1=NN2C(=N)/C(=C\c3ccc(OC(=O)c4ccco4)c(OC)c3)C(=O)N=C2S1,-0.9,2.1,-19.1,-0.9,0.0,3.4,14.3,-1.2,-7.7,-8.7,-7.7
CCOC(=O)C(NC(=O)c1ccccc1)(Nc1cc(C)on1)C(F)(F)F (stereo not given),-0.3,3.0,-3.4,3.4,2.6,-3.9,-9.4,1.7,-14.8,-24.7,2.5
C=CCOC(=O)C1=C(C)OC(N)=C(C#N)C1c1c(C)nn(-c2ccccc2)c1Cl (stereo not given),0.0,4.8,5.2,2.4,0.6,0.4,-0.3,-0.1,-1.9,7.3,-2.4
O=C(c1ccc(CS(=O)(=O)Cc2ccc(Cl)cc2)o1)N1CCCC1,1.2,-3.5,4.0,0.6,3.0,-0.4,21.4,3.0,-9.0,-30.1,6.0
CC1(C)Cc2c(sc(NC(=O)C(=O)N3CCN(CCO)CC3)c2C(N)=O)CO1,0.3,2.1,1.4,-1.6,-2.3,2.9,97.0,0.7,-3.0,-8.5,-5.3
CCC(=O)N1CCC2(CC1)Oc1ccc(F)cc1C(=O)C21CC(c2ccccc2)=NO1 (stereo not given),-1.4,-2.6,1.7,-0.3,2.1,-0.9,-4.8,0.1,4.1,4.7,-0.5
O=C(CNC(=O)c1cccs1)N/N=C/c1c(F)cccc1Cl,0.9,1.5,-5.4,-2.6,-0.6,0.0,-15.2,0.1,3.5,-3.3,-1.4
NC(=O)COC(=O)CNC(=O)c1ccc(Cl)cc1,1.8,6.5,-10.0,0.2,-1.4,0.9,-21.8,1.2,1.2,-17.1,-14.3
CNC(=S)N/N=C/c1cn(Cc2ccc(F)cc2)c2ccccc12,-1.6,3.7,0.7,2.9,0.2,5.1,-19.6,1.2,-5.6,-24.6,3.3
CC(C)C(NS(=O)(=O)c1cccc2nsnc12)C(=O)NC1CCCCC1 (stereo not given),0.8,-3.0,-1.4,3.7,1.6,1.4,-1.0,-1.1,-15.1,-7.1,1.8
Cc1ccc(CN(C(=O)c2ccco2)C(C(=O)NC2CCCC2)c2cccnc2)cc1 (stereo not given),1.9,5.2,8.8,3.5,0.9,2.6,5.8,2.7,-7.8,-6.8,-0.9
Cc1nc(C(C)N(C)Cc2nc(-c3ccc4c(c3)OCO4)no2)c(C)s1 (stereo not given),0.3,1.3,3.0,2.6,1.5,-7.2,15.3,0.8,4.2,-3.7,3.0
CCCn1c(SCC(=O)c2cc(C)c(C)cc2C)n[nH]c1=O,0.8,-4.5,0.1,1.7,1.2,-0.7,5.1,0.6,-7.7,11.4,0.6
COCCCNC(=O)Cn1cnc2sc(C)c(S(=O)(=O)N3CCN(c4ccccc4OC)CC3)c2c1=O,1.2,-3.0,3.6,-0.1,-0.9,1.9,-1.6,1.8,4.3,11.2,0.0
CN1CCN(C/C(=C2/N=C(c3ccccc3)OC2=O)N(C)C)CC1,0.6,-2.2,0.3,1.6,-2.7,0.8,8.9,0.7,-2.3,7.0,-6.1
COc1cc2c(cc1OC)C(NNC(=O)c1ccc(Br)o1)=NC(C)(C)C2,-2.0,0.4,1.1,2.9,1.5,3.1,14.6,2.9,3.6,6.2,-2.7
Cc1cc(C)c(NC(=O)Cn2nnc(C(=O)NCCc3ccccc3)c2N)c(C)c1,0.8,4.6,11.8,3.1,0.0,-0.3,-2.2,.,4.8,2.3,-6.3
COCC(O)CSc1c([N+](=O)[O-])nc(C)n1Cc1ccc(OC)c([N+](=O)[O-])c1 (stereo not given),0.1,2.2,0.9,5.0,-0.9,2.8,-4.3,1.5,2.5,16.3,-1.8
CCN1CCCC1CNC(=O)c1cn(C)c2ccc(S(=O)(=O)N3CCCCCC3)cc2c1=O (stereo not given),.,0.8,8.5,.,-2.5,0.8,.,2.6,11.6,21.4,-2.3
COc1ccccc1C(=O)NC(=O)COC(=O)c1cccc(C)c1O,-0.3,-1.0,-2.2,-1.3,0.2,-4.2,13.5,2.7,5.4,2.9,-2.7
O=C(COc1ccccc1C(=O)O)Nc1nc2ccc([N+](=O)[O-])cc2s1,2.3,7.4,-8.9,1.7,-0.8,4.3,-4.8,2.8,-3.6,-21.1,-3.1
COc1ccccc1C(=O)c1c(C)c(CCC#N)n2ccccc12,-2.5,5.5,9.4,-0.5,0.5,1.6,13.3,0.6,-3.9,-20.3,0.9
Cc1ccccc1NC(=O)Nc1ccccc1C(N)=O,2.5,-0.6,-0.5,0.8,2.3,1.8,-9.0,3.9,2.6,-5.3,-5.6
CCCSc1nnc2nc3c(nn12)c1ccccc1n3C,-0.7,-3.8,-8.4,-0.5,-0.9,5.2,7.7,1.0,-2.9,10.6,7.0
Cc1cccc(NC(=O)c2cc(S(=O)(=O)N3CCCC3)cn2C)c1,-0.9,-5.6,-6.5,0.5,0.2,-0.1,3.8,4.2,-14.6,-37.9,-3.6
CSC1=NCCN1C(=O)c1ccco1,-0.1,2.9,-2.3,6.0,0.6,0.9,136.0,1.8,2.1,-7.9,-6.4
O=C(c1cccs1)N1CCN(c2ncccn2)CC1,-1.3,9.9,4.4,0.5,-0.2,-2.4,-10.1,3.6,6.1,-6.9,2.8
Cc1noc(/C=C/N(C)C)c1S(=O)(=O)N1CCCC(C(=O)Nc2ccc(F)cc2F)C1 (stereo not given),-1.5,1.0,0.1,2.7,2.1,1.3,36.3,3.7,8.5,5.0,-0.2
Cc1ccc(N(C(=O)c2csnn2)C(C(=O)NC(C)(C)C)c2cccs2)cc1 (stereo not given),-1.6,3.6,-5.8,2.5,-2.5,-0.2,-5.7,1.1,7.6,-5.3,2.4

# Sorted by formula weight (highest first): seven of the compounds above
SMILES,Ecoli viability,HTR5A ag,PKA-R2B act,AddAB inh,CDK5 p35 inh,DAGLB inhibitor,Mot1-301 SUMO,phage Ecoli inh,PKA-R1A act,HTR5A inv ctr,Tat transport
Cc1noc(/C=C/N(C)C)c1S(=O)(=O)N1CCCC(C(=O)Nc2ccc(F)cc2F)C1 (stereo not given),-1.5,1.0,0.1,2.7,2.1,1.3,36.3,3.7,8.5,5.0,-0.2
Cc1ccc(N(C(=O)c2csnn2)C(C(=O)NC(C)(C)C)c2cccs2)cc1 (stereo not given),-1.6,3.6,-5.8,2.5,-2.5,-0.2,-5.7,1.1,7.6,-5.3,2.4
O=C(COc1ccccc1C(=O)O)Nc1nc2ccc([N+](=O)[O-])cc2s1,2.3,7.4,-8.9,1.7,-0.8,4.3,-4.8,2.8,-3.6,-21.1,-3.1
COc1ccccc1C(=O)NC(=O)COC(=O)c1cccc(C)c1O,-0.3,-1.0,-2.2,-1.3,0.2,-4.2,13.5,2.7,5.4,2.9,-2.7
COc1ccccc1C(=O)c1c(C)c(CCC#N)n2ccccc12,-2.5,5.5,9.4,-0.5,0.5,1.6,13.3,0.6,-3.9,-20.3,0.9
O=C(c1cccs1)N1CCN(c2ncccn2)CC1,-1.3,9.9,4.4,0.5,-0.2,-2.4,-10.1,3.6,6.1,-6.9,2.8
Cc1ccccc1NC(=O)Nc1ccccc1C(N)=O,2.5,-0.6,-0.5,0.8,2.3,1.8,-9.0,3.9,2.6,-5.3,-5.6

# Following part.
SMILES,Ecoli viability,HTR5A ag,PKA-R2B act,AddAB inh,CDK5 p35 inh,DAGLB inhibitor,Mot1-301 SUMO,phage Ecoli inh,PKA-R1A act,HTR5A inv ctr,Tat transport
C#CC(C)(CC)NC(=O)Cn1nnc(-c2cccc(C(F)(F)F)c2)n1 (stereo not given),-0.2,-0.2,-7.8,0.1,-0.5,-0.8,86.2,2.0,-3.2,0.5,-6.1
Cc1ccn2c(C=O)c(-c3ccc(F)cc3)c(C=O)c2c1,1.8,0.7,-14.2,1.5,0.5,-4.0,11.3,3.4,-10.7,-8.4,-3.0
CCOc1ccccc1CN1CCN(Cc2nc3ccccc3s2)CC1CCO (stereo not given),-0.2,2.2,3.5,3.0,-1.4,-2.8,4.9,4.1,-5.1,-2.0,-4.1
O=C1NC(=O)/C(=C/c2ccc(O)cc2)S1,3.0,-2.6,3.2,3.2,-2.6,1.4,11.9,7.3,5.3,6.9,-13.4
NS(=O)(=O)c1cccc(NC(=O)CN2CCN(S(=O)(=O)c3ccc4c(c3)OCCO4)CC2)c1,1.1,-3.1,7.0,0.8,0.0,-0.4,-3.1,3.0,4.1,12.2,-4.4
COc1ccc(-c2[nH]ncc2CN2CCC(OCc3ccccn3)CC2)c(F)c1,-0.1,2.8,-5.5,-1.3,-1.1,-0.8,-8.0,2.8,-4.8,-7.6,0.5

# High-throughput results as filed in PubChem BioAssay.
